# Assay outcomes: PubChem BioAssay, National Center for Advancing Translational Sciences (NCATS)
# ERK AVP block – vasopressin-driven ERK pathway inhibition; hit rate 0.99% among 72,000; Potency, µM (highest dose often 57.5 µM), without a hit: at the top dose activity, negative = inhibition, hits mostly inhibitors; AID 995; HEK293-V1b, vasopressin-stimulated pERK AlphaScreen; note: potency is the fitted concentration of half-maximal effect; % is set by controls: 0 for no effect and ±100 for the full control effect; nearly all actives have a fitted effect of over 55% in size
#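 Overnight-seeded V1b-HEK293 cells in 1% FBS got compound, then vasopressin (25 nM final, 5 min, 37C), then lysis buffer. AlphaScreen detection of phospho-ERK; activity normalized to basal and full-stimulation controls.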
# A350 autofl – compounds fluorescent in Alexa 350 spectral region; Compound autofluorescence, 340/450 nm, Alexa 350 dye-equivalents; stronger effect = higher value; max dye-equivalent concentration, M; hit rate 11% among 59,000; in the data active = max dye-equivalent concentration above about 10 nM; inconclusive = mostly about 1.1 nM to 9.6 nM
# HBB splice mod – alters splicing of the hemoglobin beta chain. hit rate 0.06% among 65,000. HBB splicing reporter cell assay, activation; EGFP reporter with mutant IVS2-654 intron; response scale: normalised to 500 nM splice-correcting PNA. Potency, µM (highest dose often 46.1 µM), inactives show top-dose activation, usual class: activators; note: potency is the fitted concentration of half-maximal effect; 0% is about no effect
#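 HeLa cells stably expressing EGFP interrupted by mutant beta-globin intron 2 (IVS2-654), 500/well in 2% FCS. Treated with compound for 2 days at 37C. Splicing correction scored as total well GFP intensity (488 nm excitation, 500-520 nm emission); 500 nM antisense PNA served as control.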
# UbGFP stabilizer – ubiquitin-GFP accumulation via proteasome inhibition. Potency, µM (top dose mostly 45.9 µM), inactives show at the top dose activation (GFP accumulation), hits mostly activators. AID 526. Ubiquitin-GFP reporter cells, proteasome inhibition, GFP fluorescence; response scale: untreated = 0%, 10 µM MG-132 = 100%. 67,000 tested, under 10 active; active = well fitted activation curve with a large enough effect, not every such curve was filed as active; inconclusive = small, poorly fitted or top-dose-only effect, or another doubt; inactive = no such curve, though single readings can be large or run the other way; note: potency is the fitted concentration of half-maximal effect
#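 U2OS Ub(G76V)-GFP reporter; O/N plating, 0.5% FBS; cpd 46 uM–2.9 nM, 4 h, 37 °C; GFP+ cell count, 488/515 nm; norm. to basal vs 10 uM MG-132; CRC fit.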
# Epigenetic mod – epigenetic modulators derepressing GFP locus in mouse cells; hit rate 0.09% among 68,000; Potency, µM (top dose mostly 46.1 µM), for inactives: at the top dose GFP derepression (activation); mouse C127i GFP locus derepression, cytometry, 30 h; note: % of control where 0% means no effect
#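 Read-out is the number of GFP-positive cells, scored as fluorescent objects 20 to 120 um wide, reflecting derepression of a silenced CMV-GFP reporter in murine C127i cells after 30 h compound exposure at 37 C.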
# Texas Red fluor – compound fluoresces in the Texas Red spectral region | Compound fluorescence, Texas Red channel, 547/618 nm; stronger effect = higher value | max dye-equivalent concentration, M | hit rate 0.06% among 59,000 | AID 587; in the data active = max dye-equivalent concentration above about 10 nM; inconclusive = between about 1.1 nM and that limit
#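 Dye-equivalent concentrations come from scaling compound signal (ex 547, em 618 nm) to six Texas Red standard concentrations run on every plate, after 15 min room-temperature incubation in pH 8.0 Tris (100 mM).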
# CRE-bla Fsk – modulators of forskolin-stimulated CRE signaling in CHO cells | Potency, µM (doses to about 38.2 µM), inactives show top-dose activity change, negative = inhibition, most hits filed as activators | CHO CRE-bla reporter (cAMP response element driving beta-lactamase), forskolin EC10, beta-lactamase ratio | hit rate 2.5% among 71,000 | AID 662; active = well fitted activation curve with a large enough effect in the signal ratio, with a control signal flat, not every such curve was filed as active; inconclusive = small, poorly fitted or top-dose-only effect, or effect the other way, or a change in a side signal; the % refers to the signal ratio; note: potency is the fitted concentration of half-maximal effect; % of control where 0% means no effect
#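 CRE-bla CHO cells stimulated with EC10 NKH 477 (water-soluble forskolin) and compound titrations, 3 h at 37C; beta-lactamase read with CCF4 after 2 h at room temperature. Activity from 460/530 nm emission ratio, AC50 values for positive or negative modulation.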
# Fluorescein fluor – fluorescein region autofluorescence; Compound autofluorescence, 480/540 nm, fluorescein-equivalent; stronger effect = higher value; max fluorescein-equivalent concentration, M; AID 593; hit rate 0.91% among 59,000; in the data active = max fluorescein-equivalent concentration above about 10 nM; inconclusive = between about 1.1 nM and that limit
#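 First, buffer (100 mM Tris, pH 8.0) dispensed; second, compounds and fluorescein standards pinned in; third, 15 min room-temperature incubation; finally, imaging at ex 480 nm/em 540 nm. Fluorescence normalized against the six-point fluorescein curve.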
# Luciferase inh – inhibitors of firefly luciferase | P08659 | purified firefly luciferase, luminescence, 8 min | Potency, µM (highest dose often 57.1 µM), for the others: at the highest dose activity change, negative = inhibition, actives largely listed as inhibitors | hit rate 2.2% among 72,000 | AID 411; note: potency is the fitted concentration of half-maximal effect; % is set by controls: 0 for no effect and ±100 for the full control effect; nearly all actives have a fitted effect of over 40% in size
# Target sequence (P08659 whole entry, looked up): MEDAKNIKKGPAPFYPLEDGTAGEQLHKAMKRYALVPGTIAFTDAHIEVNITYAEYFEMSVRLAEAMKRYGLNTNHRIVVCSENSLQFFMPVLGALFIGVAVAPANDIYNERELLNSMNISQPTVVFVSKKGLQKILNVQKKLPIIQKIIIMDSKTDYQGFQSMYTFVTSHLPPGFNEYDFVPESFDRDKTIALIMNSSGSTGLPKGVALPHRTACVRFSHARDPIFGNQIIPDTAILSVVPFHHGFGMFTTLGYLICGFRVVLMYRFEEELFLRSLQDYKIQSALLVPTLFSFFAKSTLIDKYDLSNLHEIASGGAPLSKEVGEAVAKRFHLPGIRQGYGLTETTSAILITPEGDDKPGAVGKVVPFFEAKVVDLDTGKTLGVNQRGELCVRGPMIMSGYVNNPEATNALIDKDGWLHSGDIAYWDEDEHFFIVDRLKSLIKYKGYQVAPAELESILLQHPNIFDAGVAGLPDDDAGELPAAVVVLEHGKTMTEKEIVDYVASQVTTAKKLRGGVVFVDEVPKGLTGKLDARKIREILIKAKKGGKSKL
#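 Titration-based qHTS; buffer 50 mM imidazole pH 7.2, 50 mM KCl, 7 mM MgCl2, 10 uM ATP, 0.01% Tween 20, 0.05% BSA; luciferase/luciferin detector mix added after compound; 8 min, ambient; luminescence.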
# Hsp90 Hop PPI – changes Hsp90-Hop TPR2A binding signal, up or down; AlphaScreen TPR2A-His6 binding biotin-Hsp90 C-terminal peptide; hit rate 0.44% among 71,000; Potency, µM (series often up to 57 µM), inactives show top-dose activity change, negative = inhibition; active = well fitted curve in either direction with a large enough effect; inconclusive = small, poorly fitted or top-dose-only effect, or another doubt; note: potency is the fitted concentration of half-maximal effect; % is set by controls: 0 for no effect and ±100 for the full control effect; many of its hits are not listed in these tables
# 4MU fluor – 4-MU region autofluorescence. compound autofluorescence, 340/450 nm, 4-MU equivalents; stronger effect = higher value. max dye-equivalent concentration, M. hit rate 11% among 59,000; in the data active = max dye-equivalent concentration above about 10 nM; inconclusive = mostly about 1.1 nM to 9.6 nM
#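 Intrinsic fluorescence at 340/450 nm (ex/em) was read after 15 min at room temperature in pH 8.0, 100 mM Tris. Each compound concentration expressed as 4-MU-equivalent concentration from a six-point 4-MU standard series on each plate.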
# * marks the source's active call; other numbers are inactive results; i = inactive; ? = inconclusive; . = not tested or not shown; [ ] = dose if it differs, or a comment. Unless noted, calls come from the whole dose curve; as a rule, active = well fitted curve in the direction sought with a large enough effect; inconclusive = small, poorly fitted or top-dose-only effect, or another doubt; inactive = no such curve, though single readings can be large; an effect the other way counts as inactive or inconclusive. The list is partial; rates above refer to the full screens.
entry	smiles	Luciferase inh	Fluorescein fluor	4MU fluor	Texas Red fluor	A350 autofl	CRE-bla Fsk	UbGFP stabilizer	ERK AVP block	HBB splice mod	Epigenetic mod	Hsp90 Hop PPI
1	CCOc1ccccc1N(CC(=O)NC1CCCCC1)C(=O)CCCC(=O)Nc1ccccn1	-0.1%	i	i	i	i	2.2%	3.3%	0.9%	-0.4%[57.5 µM]	0.0%	0.1%
2	O=C(COc1ccccc1)N1CCN(C(=O)Cc2ccccc2)CC1	0.7%	.	.	.	.	?	-9.1%[9.17 µM]	-32.3%	-2.4%[0.0738 µM]	-1.5%	-4.7%[11 µM]
3	Cc1nc2ccccc2nc1N1CCCC1	1.2%[11.4 µM]	i	i	i	i	?	-4.3%[9.17 µM]	-12.6%[11.5 µM]	5.3%[9.22 µM]	2.2%[9.22 µM]	3.4%[11 µM]
4	O=C(Nc1cccc(-c2cn3ccccc3n2)c1)c1cnccn1	3.98µM*	i	i	i	i	?	-1.8%	-22.3%	.	0.5%	1.9%
5	Cn1c(=O)oc2cc(S(=O)(=O)NCCc3ccccc3)ccc21	3.3%	i	i	i	i	-5.8%	-4.6%	3.2%	-0.8%	-2.9%	0.0%
6	O=C(Nc1ccc(NC(=O)C2CC2)nc1)c1cccnc1	-1.4%	?	i	?	i	9.7%	6.0%	-8.0%	0.4%	0.0%	-13.8%
7	COc1ccc(-c2nnc(NC(=O)c3ccc(S(=O)(=O)N4CCCc5ccccc54)cc3)o2)cc1	-0.7%	i	i	i	i	?	7.9%	-19.8%	3.0%	-1.2%	-15.8%
8	O=C(O)CCCC(=O)Nc1ccccc1C(=O)N1CCCC1	-1.5%	?	i	i	i	-1.8%	9.4%	-9.2%	0.3%	2.2%	0.4%
9	Cn1nnnc1SCCNCc1ccncc1	1.6%	?	i	i	i	9.0%	-7.1%	-3.2%	5.1%[1.84 µM]	2.0%	2.6%
10	COCCN1C(=O)c2ccccc2C(C(=O)NCCCN2CCCC2=O)C1c1c[nH]c2ccccc12 (stereo unspecified)	-0.6%	?	i	i	i	11.3%	-10.2%	7.5%	1.6%	-1.1%	-4.9%
11	Cc1cc(Cl)c(S(=O)(=O)N2CC(C)OC(C)C2)cc1OCC(N)=O (stereo unspecified)	-1.7%	i	i	i	i	-1.3%	3.4%	-9.3%	-0.9%	0.0%	-1.6%
12	CCCn1c(Nc2nc3ccccc3n2C)nc2ccccc21	-26.6%	i	i	i	?	?	-8.0%	-9.1%	5.8%[0.369 µM]	10.9%	?
13	O=C1CN(/N=C\c2ccc([N+](=O)[O-])o2)C(=O)N1	3.2%[25.5 µM]	1.61e-07M*	?	?	?	?	2.6%[20.5 µM]	-6.5%[25.7 µM]	1.1%[20.6 µM]	?	-6.1%[26 µM]
14	Cc1ccc(-c2csc(N(CCCN3CCOCC3)C(=O)c3ccco3)n2)cc1	0.5%	i	i	i	i	15.5%	1.3%	?	.	-1.7%	-10.9%
15	COC(=O)CSc1nc(NCC(C)C)nc(N2CCOCC2)n1	2.4%	i	i	i	i	?	1.4%	-13.9%	-0.3%	2.7%	?
16	Cc1cc(C)n(C(=O)CCCC(=O)n2nc(C)cc2C)n1	-0.2%	?	i	i	i	?	8.2%	0.5%	-3.8%	1.2%	-2.8%
17	COC(=O)c1ccc(NC(=O)CN2CCOCC2)cc1	0.9%	i	i	?	i	-2.3%	-3.4%	-8.6%	0.5%[57.5 µM]	-2.2%	2.5%
18	Cc1ccc(NCc2nnc(SCC(=O)N3CCCc4ccccc43)o2)c(C)c1	-0.8%	i	i	?	i	-2.2%	-1.2%	-19.7%	.	-2.9%	-7.1%
19	CCOC(=O)C1C(=O)NC(N2CCCCC2)=NC1c1ccccc1 (stereo unspecified)	2.6%	i	i	i	i	8.3%	3.2%	-3.2%	-1.4%[57.5 µM]	0.0%	-0.8%
20	O=c1[nH]c2cc3c(cc2cc1CN(CC1CCCO1)S(=O)(=O)c1ccccc1)OCCO3 (stereo unspecified)	0.5%	?	8.48e-08M*	i	8.57e-08M*	3.5%	-1.3%	?	.	1.3%	-0.1%
21	Cc1ccc(NC(=O)C2CCN(S(=O)(=O)c3c(C)n[nH]c3C)CC2)nc1	-8.1%	i	i	?	i	?	-7.3%	5.9%	0.5%	0.1%	-2.8%
22	CCOc1ccc(NC(=O)c2ccccc2OC)cc1	3.16µM*	?	i	i	i	3.2%	5.4%	?	-4.2%	0.0%	-2.9%
23	CC1CC(C(F)(F)F)n2ncnc2N1 (stereo unspecified)	0.4%[25.5 µM]	i	i	i	i	.	.	.	.	-0.4%[20.6 µM]	.
24	Cc1cc(N2CCOCC2)n2nc(C)c(-c3ccccc3)c2n1	4.5%	i	4.47e-08M*	i	1.29e-08M*	?	10.7%	44.3%[activator]	2.5%[1.84 µM]	-0.4%	?
25	COc1cccc(OC)c1NC(=O)C1CCCN1C(=O)NCc1ccccc1 (stereo unspecified)	-0.6%	?	i	i	i	-11.5%	1.5%	-16.6%	-3.8%	1.0%	-5.3%
26	FC(F)(F)c1ccccc1-c1nc(NC2CC2)c2ccccc2n1	1.4%[2.29 µM]	i	?	i	?	4.9%	-6.6%	-28.9%	-4.6%	8.0%[9.22 µM]	-0.9%
27	CN1CCN(c2ccc(Cl)cc2NC(=O)C2COc3ccccc3O2)CC1 (stereo unspecified)	-30.1%	?	i	i	i	8.4%	0.4%	-18.8%	-1.6%	3.2%	-3.2%
28	Cc1ccc(S(=O)(=O)CC2CSc3nc(N)cc(=O)n32)cc1 (stereo unspecified)	1.3%	?	i	i	i	2.5%	6.0%	-3.6%	3.3%[57.5 µM]	2.1%	-5.9%
29	COc1ccc(-c2oc3ncnc(NCCN4CCOCC4)c3c2-c2ccc(OC)cc2)cc1	2.7%	i	5.34e-08M*	i	4.03e-08M*	19.2%	-4.0%	3.5%	0.2%[0.369 µM]	0.0%	-4.1%
30	N#Cc1cccc(NC(=O)N2CC3(CCN(C(=O)c4cnccn4)CC3)C2)c1	-0.2%[11.4 µM]	?	i	i	i	-7.7%	0.1%	-6.4%	3.5%	0.0%[9.22 µM]	5.2%
31	Cc1ccc(C)c(NC(=O)CSc2nnc(CSc3nc(C)cc(C)n3)n2Cc2ccco2)c1	2.4%	i	i	i	i	4.0%	-2.2%	-8.2%	.	-1.9%	-5.9%
32	O=C(NCc1ccco1)c1ccc2nc3sc4c(c3c(=O)n2c1)CCCC4	-20.6%	?	1.04e-07M*	i	9.97e-08M*	?	-5.3%	23.9%	1.3%	0.0%	-3.2%
33	CCOC(=O)c1sc(N)c(C#N)c1CSc1nnc(C2CCCCC2)n1N	0.9%	?	i	?	i	3.1%	-3.5%	-8.8%	3.6%[57.5 µM]	-2.2%	-4.6%
34	CCn1c(=O)c(C(=O)NCc2ccc(OC)cc2)c(O)c2ccccc21	-2.4%	i	i	?	i	?	-1.1%	66.2%[activator]	-0.3%[57.5 µM]	1.9%	0.1%
35	Cc1cc(NC(=O)c2ccc3c(c2)OCCO3)no1	2µM*	i	i	i	i	-2.7%	8.9%	-0.6%	1.3%	-2.7%	-2.8%
36	Cn1c(=O)[nH]c(=O)c2c1nc(Br)n2CCCO	-2.5%	i	i	i	?	4.6%	.	-17.7%	0.2%[0.369 µM]	-2.1%	0.6%

# 5 compounds drawn at random from the list so far, as already listed:
entry	smiles	Luciferase inh	Fluorescein fluor	4MU fluor	Texas Red fluor	A350 autofl	CRE-bla Fsk	UbGFP stabilizer	ERK AVP block	HBB splice mod	Epigenetic mod	Hsp90 Hop PPI
30	N#Cc1cccc(NC(=O)N2CC3(CCN(C(=O)c4cnccn4)CC3)C2)c1	-0.2%[11.4 µM]	?	i	i	i	-7.7%	0.1%	-6.4%	3.5%	0.0%[9.22 µM]	5.2%
11	Cc1cc(Cl)c(S(=O)(=O)N2CC(C)OC(C)C2)cc1OCC(N)=O (stereo unspecified)	-1.7%	i	i	i	i	-1.3%	3.4%	-9.3%	-0.9%	0.0%	-1.6%
6	O=C(Nc1ccc(NC(=O)C2CC2)nc1)c1cccnc1	-1.4%	?	i	?	i	9.7%	6.0%	-8.0%	0.4%	0.0%	-13.8%
2	O=C(COc1ccccc1)N1CCN(C(=O)Cc2ccccc2)CC1	0.7%	.	.	.	.	?	-9.1%[9.17 µM]	-32.3%	-2.4%[0.0738 µM]	-1.5%	-4.7%[11 µM]
33	CCOC(=O)c1sc(N)c(C#N)c1CSc1nnc(C2CCCCC2)n1N	0.9%	?	i	?	i	3.1%	-3.5%	-8.8%	3.6%[57.5 µM]	-2.2%	-4.6%
